# Assay outcomes from PubChem.
# 14-3-3 Bad inh – disrupts binding of bovine 14-3-3 zeta to phospho-Bad peptide. hit rate 0.71% among 220,000. TR-FRET 14-3-3zeta/Dy647-pBad peptide displacement, 1 h. inhibition, % at 21.7 µM. AID 781;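 active means inhibition above about 70%, limit read from the data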;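 further: 0% = full 14-3-3 plus peptide FRET controls and 100% = background without 14-3-3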
# MDM2 E3 inh – inhibitors of human Mdm2 E3 ubiquitin ligase. cell-based MDM2 ubiquitination luciferase reporter, 2 h; 0 = plate control, 100 = twice control, blank-subtracted. signal enhancement, % at 5 µM. hit rate 0.11% among 210,000;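 active means signal enhancement of 30% or more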;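 further: luminescence tracks abundance of the self-degrading MDM2-luciferase fusion protein; higher signal means inhibition of MDM2 E3 ligase activity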
#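 Assay system: stable mammalian line carrying autodegrading MDM2–luciferase fusion reporter; amount: 2000 cells seeded into each well; buffer or medium: DMEM; benchmarks: plate control and blank wells; signal: luciferase luminescence; timing: 2 h compound exposure at 37 °C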
# Wee1 stabilizer – human Wee1 degradation inhibition, primary screen; reporter increase, % at 5 µM; hit rate 1.2% among 220,000; AID 1321; P30291; HeLa Luc-Wee1K328M stability, luciferase luminescence; 100% = proteasome inhibitor MG132 effect;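 active means activation above the mean of all tested compounds plus 3 SD, set per screening run, cut at about 8.8% in these data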;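 further: cells exposed to compound for 20 h before luminescence read; 0% = DMSO alone and 100% = MG132 at 30 µM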
# FXIIa inh 1536 – factor XIIa (human) inhibition; purified FXIIa, Boc-QGR-AMC fluorogenic substrate, 2 h; inhibition, % at 5 µM; hit rate 0.3% among 220,000; AID 800; in the data active means inhibition above about 40%;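 further: 0% = enzyme with no compound and 100% = blank without enzyme; many of its hits are not listed in these tables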
# Target sequence (P00748 20-372 limits assumed): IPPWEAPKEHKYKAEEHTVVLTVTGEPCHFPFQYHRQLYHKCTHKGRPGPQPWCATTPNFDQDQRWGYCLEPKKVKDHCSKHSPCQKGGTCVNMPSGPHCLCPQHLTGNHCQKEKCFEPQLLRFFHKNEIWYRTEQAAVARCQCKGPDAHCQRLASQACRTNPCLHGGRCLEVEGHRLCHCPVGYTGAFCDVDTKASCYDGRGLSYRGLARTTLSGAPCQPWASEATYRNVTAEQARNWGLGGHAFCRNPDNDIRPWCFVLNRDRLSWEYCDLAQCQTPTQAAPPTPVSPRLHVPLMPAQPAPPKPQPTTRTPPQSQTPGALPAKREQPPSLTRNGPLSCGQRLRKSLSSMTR
# Target sequence (P00748 373-615 limits assumed): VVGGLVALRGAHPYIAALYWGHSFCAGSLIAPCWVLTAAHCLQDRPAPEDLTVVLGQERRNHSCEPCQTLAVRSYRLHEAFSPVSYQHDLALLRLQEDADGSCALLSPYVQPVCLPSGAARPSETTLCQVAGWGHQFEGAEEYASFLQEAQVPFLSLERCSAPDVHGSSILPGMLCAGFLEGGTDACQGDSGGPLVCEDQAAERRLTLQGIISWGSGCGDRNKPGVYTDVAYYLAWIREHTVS
# hK5 inh – kallikrein 5 (human) inhibition; Q9Y337; recombinant hK5, fluorogenic AMC substrate cleavage; inhibition, % at 5 µM; hit rate 0.59% among 210,000; AID 873;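 active means inhibition of 40% or more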;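 further: 0% = enzyme controls without compound and 100% = no-enzyme blanks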
# p97 inhibitor – inhibitors of human p97 ATPase; P55072; hit rate 0.42% among 220,000; inhibition, % at 8 µM; recombinant p97 ATPase, Kinase-Glo ATP luminescence, 3 h; in the data active means inhibition above about 15%;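 further: 0% = DMSO vehicle and 100% = wells lacking enzyme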
# FXIa inh 1536 – factor XIa (human) inhibition | purified FXIa, Boc-Glu-Ala-Arg-AMC fluorogenic substrate | inhibition, % at 5 µM | hit rate 0.14% among 220,000 | AID 798;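 active means inhibition of at least 40%; inactive means inhibition below 40%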;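 further: fluorescence of freed AMC excited at 355 nm; 0% = enzyme without compound and 100% = no enzyme blank; many of its hits are not listed in these tables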
# Rad51 HR inh – Rad51 (human) homologous recombination inhibition | Q06609 | inhibition, % at 10 µM | hit rate 0.085% among 200,000 | hRad51 DNA strand exchange, fluorescence dequenching;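 active means inhibition above 40% at the single screening dose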;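 further: 0% = DMSO control wells and 100% = blanks with heterologous ssDNA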
# Target sequence (Q06609 whole entry, looked up): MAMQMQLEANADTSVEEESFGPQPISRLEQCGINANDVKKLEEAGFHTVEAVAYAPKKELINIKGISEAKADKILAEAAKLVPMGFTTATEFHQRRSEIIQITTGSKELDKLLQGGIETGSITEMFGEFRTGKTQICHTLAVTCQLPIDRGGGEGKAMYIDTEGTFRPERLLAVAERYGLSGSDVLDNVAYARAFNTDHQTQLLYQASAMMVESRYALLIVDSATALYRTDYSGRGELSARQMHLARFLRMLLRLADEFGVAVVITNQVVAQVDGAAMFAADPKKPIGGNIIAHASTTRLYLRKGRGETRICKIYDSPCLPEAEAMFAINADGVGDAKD
#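 Material: hRad51 filaments on single-stranded DNA; Reagent: Donor/quencher-labelled 47-bp dsDNA substrate; Compound: 10 µM final, single point; Schedule: 37 °C 15-min filament assembly, 30-min compound preincubation, 15-min exchange; Technique: FRET fluorescence, excitation 485 nm, emission 520 nm; Benchmarks: control wells and blank wells on each plate.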
# eIF4E 4G PPI – blocks eIF4E binding to eIF4G | AID 782 | hit rate 0.37% among 220,000 | P63073+Q04637 | TR-FRET eIF4E-eIF4GI(517-606) binding, 2 h | inhibition, % at 21.7 µM;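 active means inhibition above about 30%, limit read from the data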;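 further: 0% = full FRET control wells and 100% = background wells lacking eIF4GI fragment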
# * hit, by the source's call; / = no result given; [ ] = dose if it differs, or a comment.
nr	SMILES	FXIa inh 1536	FXIIa inh 1536	14-3-3 Bad inh	Rad51 HR inh	hK5 inh	eIF4E 4G PPI	Wee1 stabilizer	MDM2 E3 inh	p97 inhibitor
1	CC(C)(CN1CCN(Cc2ccccc2)CC1)NS(=O)(=O)c1ccccc1	-5.0	2.2	-2.6	-5.5	-4.1	-2.5	-0.1	2.0	-9.8
2	Cc1ccc(-c2cc(C(=O)NCC3CCCO3)c3ccccc3n2)cc1C (stereo not drawn)	0.3	2.5	-4.7	-3.0	-5.4	2.5	0.1	-17.1	2.5
3	C=CCNS(=O)(=O)c1sccc1/C=N/O	-4.7	-3.8	0.7	-9.8	8.7	-2.5	-1.2	-17.1	-0.9
4	COc1ccc(/C=N/NC(=O)CSc2ccccn2)cc1OC	1.3	3.4	-2.6	16.7	-4.0	-1.1	-0.9	-1.1	8.2
5	CN(C1CC(C)(C)N(O)C(C)(C)C1)S(=O)(=O)CC12CCC(CC1=O)C2(C)C (stereo not drawn)	-3.0	8.2	-2.7	2.9	3.8	4.0	-3.4	4.1	2.1
6	CCN(CC)S(=O)(=O)c1cccc(C(=O)N/N=C2\CC(=O)CC(C)(C)C2)c1	1.6	11.1	-5.4	/	/	2.6	9.5*	/	2.5
7	CCOc1cccc(CNCCO)c1OCc1ccc(Cl)cc1Cl	3.0	2.2	3.6	-3.4	-5.4	-1.9	2.1	-5.7	-2.7
8	CC(C)(C)c1ccc(/C=C2\Oc3c(ccc(O)c3CN3CCN(CCO)CC3)C2=O)cc1	7.2	9.1	-5.2	-31.8	4.0	-0.3	-0.1	-2.7	3.0
9	CN(CC(=O)NC1CCCCC1)S(=O)(=O)c1cccc2nsnc12	1.5	11.1	2.1[fluorescence artefact?]	2.8	-8.7	-9.3	0.6	-15.3	-0.2
10	CSc1nc2c(c(=O)[nH]1)C(c1ccc(Br)cc1)CC(=O)N2 (stereo not drawn)	-3.0	5.5	-10.9	-11.7	-4.5	0.1	-1.6	13.2	3.6
11	COc1ccc(CN2CCC(c3nc4ccc(Cl)cc4[nH]3)CC2)cc1	-2.5	3.1	-7.7	-8.8	-7.2	3.1	-0.9	-80.5	5.0
12	COc1ccc(N2CCN(C(=O)Cn3nnc(-c4ccc(OC)c(OC)c4)n3)CC2)cc1	-13.2	-10.3	3.4	3.6	-1.0	0.3	0.5	-13.0	2.0
13	Cc1cccc2sc(N(CCCN(C)C)C(=O)c3sc4ccccc4c3Cl)nc12	-0.1	7.1	0.1	1.7	-4.8	4.2[fluorescence artefact?]	3.2	-7.2	0.6
14	O=c1[nH]c2cc3c(cc2cc1CN(Cc1cccnc1)Cc1nnnn1Cc1ccco1)OCCO3	11.1	12.4	11.8	-2.8	-38.6	2.1	1.0	0.5	-3.5
15	O=C(O/N=C\c1ccc(N2CCCCC2)c([N+](=O)[O-])c1)c1c(F)cccc1F	2.5	14.0	-7.5	-9.7	7.8	-0.9	-2.3	-11.8	-5.3
16	CN1C(=O)c2ccc(NC(=O)C3CCCCC3)cc2C1=O	0.5	4.6	21.2	8.6	0.8	0.7	0.0	-12.8	-5.1
17	CCOC(=O)c1c(NC(=O)CNCC(O)CO)sc(C)c1C (stereo not drawn)	0.1	16.9	-4.3	-4.9	-25.8	1.9	0.7	-11.6	-1.1
18	COc1ccc(OC)c(NC(=O)CN(c2ccc(C)cc2)S(=O)(=O)c2c(C)noc2C)c1	6.9	24.6	-8.6	-0.8	-4.4	-3.3	-0.1	-13.8	1.6
19	CCC1(CC)NC(=O)N(CC(=O)OCC(=O)Nc2ccc(C(F)(F)F)cc2)C1=O	-1.8	11.2	-6.3[fluorescence artefact?]	/	-1.3	3.3	0.8	-10.8	1.1
20	C=C(C)CNC(=S)NNC(=O)CCn1c2cc(Cl)ccc2c2ccc(Cl)cc21	1.0	1.8	-8.9[fluorescence artefact?]	-6.8	-57.0	-3.0	-3.0	-14.1	0.7
21	CC(C(=O)Nc1ccc2c(c1)OCCO2)c1ccc([N+](=O)[O-])cc1 (stereo not drawn)	0.9	6.4	-12.8[fluorescence artefact?]	/	1.3	2.3	0.9	-4.3	5.0
22	O=C(CSc1ncn[nH]1)Nc1ccc(S(=O)(=O)N2CCCC2)cc1	-7.8	0.7	-6.7	6.1	-4.6	-1.8	-1.1	-7.5	3.0
23	COc1ccc(Cc2nnc(N/N=C/c3ccc(C)o3)[nH]c2=O)cc1	1.1	5.0	-8.4	7.9	1.1	2.2	1.9	-24.7	-1.1
24	O=C(O)CCCCCNCc1c(Cl)cccc1Cl	0.4	8.2	8.9	9.8	6.4	-0.7	-0.9	/	3.9
25	CNC(=O)/C(C#N)=C/c1cccc(Oc2ccccc2)c1	-7.9	4.1	0.5	3.3	-6.3	-8.2	0.7	/	0.1
26	COc1cccc(OC)c1Nc1nc(C)nc2c1nnn2Cc1ccccc1Cl	0.2	3.7	-6.6	0.2	-3.9	-1.2	6.6	10.7	3.1
27	COC(=O)c1c(-c2ccccc2)noc1C	-5.5	3.7	-7.5	-0.6	-4.3	-2.4	-0.8	-0.9	3.0
28	Cc1cc(C)nc(NC(=O)c2cccc([N+](=O)[O-])c2)c1	-2.2	5.3	-8.2	-1.3	-19.7	0.8	3.3	7.3	-3.5
29	CCOc1ccc(N2C(=O)C(=O)/C(=C(/O)c3ccccc3)C2c2ccccc2[N+](=O)[O-])cc1 (stereo not drawn)	4.2	10.8	-1.8	-3.9	0.6	-0.2	3.7	-5.8	8.7
30	CCCNS(=O)(=O)c1ccc2c(c1)n(C)c(=O)n2C	-6.1	3.6	83.8*	-9.0	0.7	-2.8	-3.8	-11.8	-1.0
31	COc1cc(NC(=O)CCc2ccccc2)c(C(=O)O)cc1OC	-9.5	-7.7	24.9	9.0	-0.9	0.2	3.9	-20.0	7.8
32	O=C(COC(=O)c1ccccc1OCC(=O)Nc1ccc(Br)cc1)Nc1ccccc1	2.4	7.9	14.3	5.4	-15.8	6.1	0.0	0.2	4.4
33	S=C(NCc1ccco1)N1CCN(C/C=C/c2ccccc2)CC1	-5.5	-4.3	-6.4	7.3	-16.7	1.9	-2.1	-4.3	0.5
34	N#Cc1ccc(Nc2ccccc2)c(N)c1	-5.4	0.5	-3.4	0.1	-40.1	7.5	-0.7	-5.9	3.3
35	Cc1c(Cl)c([N+](=O)[O-])nn1CC(=O)NC(C)C1CC2CCC1C2 (stereo not drawn)	-4.4	9.4	12.1	-4.3	-9.5	2.9[fluorescence artefact?]	0.4	-2.1	-5.1
36	COc1cc(Cn2ccnc2)c(OC)cc1Cn1ccnc1	-7.6	2.9	-0.3	-10.3	-6.2	2.8	-0.5	-6.8	4.3
37	COC(=O)c1cnc(Oc2c(Cl)cc(N)cc2Cl)cc1C(F)(F)F	-1.4	4.6	-0.7	2.1	-0.2	0.3	2.6	-2.8	2.6
38	Nc1nc(SCC(=O)Nc2ccc(Cl)c(S(=O)(=O)N3CCOCC3)c2)n[nH]1	2.8	3.3	-3.9	-19.6	-0.1	-5.0	0.8	-12.7	12.0
39	COc1ccc(OC)c(-c2csc(NC(=O)C3=NNC(=O)CC3)n2)c1	0.3	12.6	-8.9	0.6	-0.9	-0.7	0.0	-8.1	4.3
40	Cc1cc2nc[nH]c2cc1[N+](=O)[O-]	-5.7	0.8	-10.5	9.6	-2.2	-0.6	0.9	-1.4	2.9
41	O=C1N/C(=N/S(=O)(=O)c2ccccc2)S/C1=C/c1cccnc1	7.5	-0.4	18.1	11.4	-2.5	4.6	1.0	-14.2	-1.0
42	Nc1nonc1C(=O)NCCNCc1cc(Br)ccc1OCc1ccccc1F	0.2	1.7	8.7	1.5	-21.3	-12.9	1.6	-25.6	4.8
43	O=C(NC1CC2CCCC(C1)N2C(=O)Nc1ccc(Cl)c(C(F)(F)F)c1)C1CC1 (stereo not drawn)	-11.2	-2.0	9.0	5.2	-1.2	15.4	6.4	-9.3	0.8
44	CCOC(=O)CSc1nnc(CNc2ccc(F)cc2)o1	3.6	12.7	1.7[fluorescence artefact?]	5.1	-13.8	-16.5[fluorescence artefact?]	2.7	-6.1	12.7
45	CCCC(CCC(=O)OC)(C(=O)OCC)c1csc(N)n1 (stereo not drawn)	-8.2	9.7	1.2	4.0	-12.8	-9.7[fluorescence artefact?]	2.7	-4.3	3.8
46	COc1ccc(CCNC(=O)C2CC(c3cccc([N+](=O)[O-])c3)=NO2)cc1 (stereo not drawn)	-1.2	5.1	-2.7	-1.5	/	1.6	3.9	-19.2	3.1
47	Cc1ccc(-n2c(SCC(=O)Nc3cc(C)on3)nc3c(c2=O)SC(C)C3)cc1 (stereo not drawn)	5.1	14.1	4.8	2.7	-6.8	2.9	-1.5	-4.3	-2.2
48	COc1ccc(-c2nnc(NC(=O)c3ccc(S(=O)(=O)N4CCc5ccccc5C4)cc3)o2)cc1	-3.8	5.6	-11.7	/	-79.6	-26.1	-2.6	-5.3	-5.5
49	Cc1ccc(NC(=O)N(CCCN2CCOCC2)Cc2cc3cc4c(cc3[nH]c2=O)OCO4)cc1	21.3	24.9	17.0	/	-22.5	2.2	0.3	-9.0	3.5
50	Cc1ccc(CN2CCNC(=O)C2CC(=O)N(C)C2CCCCC2)o1 (stereo not drawn)	-5.5	6.1	-3.8	0.6	-2.1	-3.6	-2.2	-22.6	-3.8
51	O=C(c1ccc(Sc2cccc(Cl)c2)c([N+](=O)[O-])c1)N1CCN(c2ccccn2)CC1	-3.0	0.7	-2.9	0.3	-4.0	-4.6	-1.9	-7.9	4.6
52	CCOc1cc(CNc2ccc(O)cc2)ccc1OCc1ccc(Cl)cc1Cl	-1.3	13.2	-11.6	-1.8	-0.2	5.1[fluorescence artefact?]	-3.4	-27.3	9.7
53	CCCCCCNCc1cccc(Br)c1	-9.6	-16.4	-4.8	2.0	3.0	-4.4	-2.3	7.3	-1.6
54	CCOC(=O)c1ccccc1NC(=O)Cn1cnc2c(cnn2-c2ccccc2)c1=O	0.1	17.9	-0.1[fluorescence artefact?]	6.6	-6.5	-2.5	0.4	2.3	-1.3
55	CC(SC(=S)N(C)Cc1cccs1)C(=O)O (stereo not drawn)	-5.8	2.0	4.0	-2.3	-22.7	-3.2	0.9	1.7	-0.7
56	CN1CCN(c2ccc([N+](=O)[O-])cc2C(=O)c2ccc(Br)cc2)CC1	2.7	11.4	-1.2	9.0	-2.1	0.2	-0.8	-13.6	-0.8
57	COc1ccccc1NC(=O)C1=C(C)Nc2ncnn2C1c1ccccc1C (stereo not drawn)	0.6	14.6	19.6	-2.3	-5.0	12.2	1.4	3.2	1.2

# 3 structures already listed, sorted by heavy-atom count, low to high.
nr	SMILES	FXIa inh 1536	FXIIa inh 1536	14-3-3 Bad inh	Rad51 HR inh	hK5 inh	eIF4E 4G PPI	Wee1 stabilizer	MDM2 E3 inh	p97 inhibitor
28	Cc1cc(C)nc(NC(=O)c2cccc([N+](=O)[O-])c2)c1	-2.2	5.3	-8.2	-1.3	-19.7	0.8	3.3	7.3	-3.5
42	Nc1nonc1C(=O)NCCNCc1cc(Br)ccc1OCc1ccccc1F	0.2	1.7	8.7	1.5	-21.3	-12.9	1.6	-25.6	4.8
14	O=c1[nH]c2cc3c(cc2cc1CN(Cc1cccnc1)Cc1nnnn1Cc1ccco1)OCCO3	11.1	12.4	11.8	-2.8	-38.6	2.1	1.0	0.5	-3.5
